# GalR3 antagonist: antagonists of human GalR3 | O60755 | HEK293 GalR3-CNG cAMP membrane potential fluorescence; galR3 body fused to GalR1 C-terminus | inhibition, % at 3 µM | 0.44% of 360,000 active | AID 651719;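 active = inhibition above the screen-wide average plus 3 SD, cut at about 13% in these data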;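 also: forskolin and galanin both at EC90 stimulate the cells; cAMP rise reported by CNG channel membrane potential dye signal; 0% = forskolin plus galanin with DMSO and 100% = forskolin alone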
# OXTR ag: human OXTR agonism | P30559 | CHO-OTR cells, Fluo-8 calcium fluorescence; normalized: DMSO 0%, oxytocin 100% | activation, % at 3 µM | 0.32% of 320,000 active | AID 2435;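 active = activation above the mean of all tested compounds plus 3 SD, cutoff set per screening run, cut at about 20% in these data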;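 also: peak over basal fluorescence ratio from a 100 s FLIPR kinetic read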
# Target sequence (P30559 whole entry, looked up): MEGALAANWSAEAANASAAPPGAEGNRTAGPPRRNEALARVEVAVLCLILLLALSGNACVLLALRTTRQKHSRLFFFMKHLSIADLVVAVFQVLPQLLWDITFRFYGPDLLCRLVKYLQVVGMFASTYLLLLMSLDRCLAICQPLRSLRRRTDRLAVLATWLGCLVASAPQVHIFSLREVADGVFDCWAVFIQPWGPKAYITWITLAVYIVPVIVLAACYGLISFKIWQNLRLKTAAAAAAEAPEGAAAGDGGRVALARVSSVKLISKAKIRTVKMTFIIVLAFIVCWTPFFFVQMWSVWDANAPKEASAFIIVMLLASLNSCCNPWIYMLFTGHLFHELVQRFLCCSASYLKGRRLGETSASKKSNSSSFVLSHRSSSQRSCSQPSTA
# FID counter: fluorescent intercalator displacement, NS3 helicase counter-screen; DNA fluorescent intercalator displacement, fluorescence; AID 1845; 0.17% of 290,000 active; inhibition, % at 7.9 µM; in the data active = inhibition above about 37%;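 also: 0% = vehicle and 100% = reference compound; higher means more ethidium bromide displaced from hairpin DNA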
# V1R ag counter: activates human V1a receptor in oxytocin agonist counter-screen. P37288. CHO-V1R cells, Fluo-8 calcium fluorescence, agonist mode; 0% DMSO, 100% 3 nM vasopressin. activation, % at 3 µM. 0.25% of 320,000 active. AID 2797;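 active = activation above the mean activation of all tested compounds plus 3 SD, per screening run, cut at about 20% in these data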;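 also: signal is peak over basal fluorescence ratio across a 100 second FLIPR read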
# GPR7 antagonist: blocks human GPR7 receptor signaling | P48145 | GPR7-expressing cells, fluorescence antagonist assay | inhibition, % at 4.4 µM | 1.1% of 290,000 active | AID 1861; in the data active = inhibition above about 16%, passing the limit was not always enough;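 also: cells stimulated with the agonist NPW; 0% = agonist with vehicle and 100% = vehicle without agonist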
# Target sequence (P48145 whole entry, looked up): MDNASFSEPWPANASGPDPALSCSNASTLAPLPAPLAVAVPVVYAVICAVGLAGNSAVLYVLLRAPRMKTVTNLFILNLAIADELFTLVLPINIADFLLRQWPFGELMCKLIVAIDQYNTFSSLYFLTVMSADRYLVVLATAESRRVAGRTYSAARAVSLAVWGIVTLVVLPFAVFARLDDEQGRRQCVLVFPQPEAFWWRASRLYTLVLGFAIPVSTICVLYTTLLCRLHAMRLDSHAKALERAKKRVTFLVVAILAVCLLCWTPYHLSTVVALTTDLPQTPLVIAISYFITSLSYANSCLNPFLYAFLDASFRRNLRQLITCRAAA
# NS3 helicase inh: blocks Hepatitis C virus NS3 helicase unwinding. NS3 helicase DNA unwinding, Cy5 molecular beacon fluorescence. 0.56% of 290,000 active. inhibition, % at 10.9 µM;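 active = inhibition above the mean of all tested compounds plus 3 SD, set per campaign, cut at about 35% in these data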;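 also: 0% = DMSO wells and 100% = thioflavine S control wells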
#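 Measured by: Cy5 fluorescence, 0 and 60 min reads / Assay system: NS3 helicase fragment of HCV / Control set: low DMSO, high thioflavine S at 110 µM / Times: 1 h reaction at 25 °C, ATP-initiated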
# VIM-2 inh: inhibitors of Pseudomonas aeruginosa VIM-2 metallo-beta-lactamase | AID 1527 | 0.89% of 290,000 active | purified VIM-2, nitrocefin hydrolysis, epi-absorbance fluorescence | inhibition, % at 5.6 µM;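 active = inhibition above the mean of all tested compounds plus 3 SD, cutoff set per screening run, cut at about 7.5% in these data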;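 also: red hydrolysis product quenches plate fluorescence so inhibitors raise well fluorescence; 0% = enzyme with DMSO and 100% = DMSO without enzyme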
# IMP-1 inhibitor: blocks Pseudomonas aeruginosa IMP-1 metallo-beta-lactamase; purified IMP-1, nitrocefin hydrolysis, epi-absorbance fluorescence; inhibition, % at 5.6 µM; 0.45% of 290,000 active;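 active = inhibition above the mean plus 3 SD of all compounds in the same screening run, cut at about 4.5% in these data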;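 also: 0% = IMP-1 with DMSO and 100% = DMSO wells lacking enzyme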
#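 Assay system: purified recombinant IMP-1 beta-lactamase. Input: IMP-1 0.2 nM before substrate addition. Buffer or medium: Zinc- and detergent-supplemented HEPES buffer, pH 7.1. Schedule: 25 °C, 15 min preincubation, 25 min reaction. Signal: Epi-absorbance fluorescence, 480 nm excitation, 530 nm emission. Evaluation: percent inhibition from optical density relative to buffer-blank wells.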
# PHOSPHO1 inh: PHOSPHO1 (human) inhibition; Q8TCT1; recombinant PHOSPHO1, absorbance phosphatase assay; inhibition, % at 13.3 µM; 1.1% of 290,000 active; in the data active = inhibition above about 60%
# Target sequence (Q8TCT1 whole entry, looked up): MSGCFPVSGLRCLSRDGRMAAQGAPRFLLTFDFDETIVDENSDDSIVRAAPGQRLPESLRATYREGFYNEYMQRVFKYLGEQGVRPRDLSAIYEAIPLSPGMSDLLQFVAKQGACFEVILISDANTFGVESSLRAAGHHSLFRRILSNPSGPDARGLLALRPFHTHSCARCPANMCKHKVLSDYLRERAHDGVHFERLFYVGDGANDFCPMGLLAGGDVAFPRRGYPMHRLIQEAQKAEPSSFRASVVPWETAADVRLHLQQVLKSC
# Active calls of the source: *; . = not tested or not shown. The order is random. About 4.3% of those tested had a hit in this group.
SMILES,GalR3 antagonist,OXTR ag,FID counter,V1R ag counter,GPR7 antagonist,NS3 helicase inh,VIM-2 inh,IMP-1 inhibitor,PHOSPHO1 inh
Cc1ccc(/C=C/C(=O)Nc2cc(S(N)(=O)=O)ccc2O)cc1,0,1.1,-2,0.6,-2,24,1.0,-2.5,20
O=C(CNCc1ccc(Cl)cc1)Nc1ccc(C(=O)N2CCCCCC2)cc1,-2,6.6,6,6.3,3,-30,-2.5,-1.8,14
Cc1cc(CNC(=O)Cc2ccc(F)cc2)c2ccccc2n1,-4,0.1,1,1.5,8,7,2.0,0.0,2
O=C(O)c1ccc2c(c1)C(=O)N(c1cccc3ccccc13)C2=O,-6,-0.2,-10,0.9,9,-4,2.7,-1.6,37
COc1ccc(NC(=O)/C=C/c2ccco2)cn1,-2,-1.0,-11,1.4,-4,13,-2.6,0.1,20
Cc1cc(C)c2nc(NNC(=O)c3ccc(S(=O)(=O)N4CC(C)CC(C)C4)cc3)sc2c1 (stereo not given),.,-1.2,-21,-0.4,-2,8,-5.1,-4.1,-16
O=C(NNC(=O)C1CC(c2cccs2)=NO1)Nc1ccccc1 (stereo not given),-3,0.1,-3,1.3,0,6,-1.2,-1.8,38
CC(=O)c1cc(CN2CCC(n3nccc3NC(=O)c3ccccc3Cl)CC2)cs1,-2,0.1,-5,-0.1,-8,4,0.1,-0.9,4
CN(C)c1nc(Oc2ccc(C(=O)OCC(=O)Nc3ccccc3)cc2)nc(N(C)C)n1,1,0.2,-6,1.9,4,-12,-1.7,-1.6,-7
C=CCn1c(COc2ccccc2)nnc1SCC(=O)N/N=C/c1ccc(C)cc1,-4,-2.8,-20,-1.3,8,3,-4.6,-1.7,24

# Some entries already given, reduced to FID counter, GPR7 antagonist and VIM-2 inh.
structure	FID counter	GPR7 antagonist	VIM-2 inh
COc1ccc(NC(=O)/C=C/c2ccco2)cn1	-11	-4	-2.6
O=C(O)c1ccc2c(c1)C(=O)N(c1cccc3ccccc13)C2=O	-10	9	2.7

# Further records.
SMILES,GalR3 antagonist,OXTR ag,FID counter,V1R ag counter,GPR7 antagonist,NS3 helicase inh,VIM-2 inh,IMP-1 inhibitor,PHOSPHO1 inh
COc1ccc([N+](=O)[O-])cc1NC(=O)Cn1ccsc1=N,-10,0.1,6,-0.6,-3,0,-1.4,0.5,6
COc1ccc(N(CC(=O)Nc2ccccc2F)S(=O)(=O)c2ccc(OC)c(OC)c2)cc1,-9,-1.2,-31,1.1,-5,-4,-0.6,-6.1,20
Cc1nn(-c2cc(Cl)ccc2N)c(=O)c2ccccc12,-8,-0.5,-2,-0.5,-4,3,-2.2,-2.5,-18
CCOC(=O)CN1C(=O)SC(CC(=O)Nc2nccs2)C1=O (stereo not given),0,0.5,-1,0.9,8,3,-2.1,-0.9,-4
CCn1c(SCCN2CCCCC2)nnc1-c1ccc(S(=O)(=O)N2CCOCC2)cc1,-4,0.8,2,0.8,-15,1,-2.3,-4.4,16
O=C(COc1ccc(Cl)cc1Cl)N/N=C/c1ccc[nH]1,-1,1.2,-21,3.9,-11,-3,-1.7,-0.9,13
COc1ccc(CCN2CN(S(=O)(=O)c3ccccc3)c3nc4ccccc4nc32)cc1,-10,0.6,-5,-0.7,-5,-2,-1.4,-3.3,6
CS(=O)(=O)N(Cc1ccccc1)c1ccc(C(=O)Nc2ccc(C(N)=O)cc2)cc1,-2,1.3,-14,1.1,1,2,0.1,-4.6,19
CC(C)(C)CN1CCC(Oc2cccc(C(=O)N3CCC[C@H]3CO)c2)CC1,-1,0.3,-1,-0.6,-16,4,-1.3,-2.8,38
CCCNC(=O)C(=O)c1cccn1-c1ccsc1C(=O)OC,-4,-0.4,-5,0.7,-11,0,-4.0,-3.4,-2
O=C(CN1CCC(NC(=O)C2CCCCC2)CC1)Nc1cccc(F)c1,-2,.,-4,.,7,4,-2.7,-2.2,22
O=C(CSc1ccsc1[N+](=O)[O-])NCCc1ccccc1,-4,-1.4,5,0.1,14,10,-0.5,4.2,11
O=C(NCc1ccc(Cl)cc1Cl)C1CCN(S(=O)(=O)c2ccc3c(c2)OCCCO3)CC1,-1,-0.2,-7,1.2,-4,0,-0.9,-0.6,-14
COC(=O)c1cc(Br)c(=O)n(-c2ccc(OC)cc2)c1,-2,-1.6,-2,0.1,-15,8,-4.4,-3.1,4
O=C(CSc1nnc(-c2ccc(Cl)s2)o1)N1CCOCC1,.,.,-2,.,-7,-15,-3.1,-4.6,21
O=C(O)/C=C/C(=O)Nc1cccc2cccnc12,3,0.2,-7,0.4,0,16,-0.6,-1.1,20
CC(C)Cn1c(-c2csc3c2CCCC3)n[nH]c1=S,.,-1.5,-22,-1.4,1,-2,-3.0,-3.0,-14
Cc1c(C(=O)c2ccccc2)c2ccccn2c1CCC#N,-2,0.9,-5,4.4,-6,-7,-0.1,-2.6,14
[2H]C(CCOS(N)(=O)=O)c1ccccc1 (stereo not given),0,1.1,-2,0.9,-5,-2,-1.9,-4.3,-7
COc1ccc(NC(=O)Cc2nnc(SCC(=O)Nc3ccccc3)n2C)cc1,-6,1.9,-14,-0.4,-5,10,2.8,-1.9,18
COc1cccc(C2C(C(=O)c3ccco3)=C(O)C(=O)N2CCN(C)C)c1OC (stereo not given),-3,0.8,-5,0.5,-10,-3,-2.8,-3.0,6
CCN(CC)CCN1C(=O)c2ccccc2NC1c1ccccc1F (stereo not given),-2,0.9,12,0.3,0,4,-1.1,4.0,24
CC(=O)Nc1ccccc1NC(=O)c1cc(C)ccc1C,-6,-1.5,-1,1.3,-8,13,-0.8,-1.0,45
CC(C)NC(=O)CCS(=O)(=O)c1ccc(Br)s1,-5,0.3,-11,-0.5,5,-2,2.9,2.1,-9
COCCNc1nc2c(c(=O)n(Cc3cccc(Br)c3)c(=O)n2C)n1C,-9,0.8,-25,5.0,-3,-6,-1.8,-4.6,.
O=C(c1csc2c1CCCC2)N1CCN(c2ncccn2)CC1,.,1.4,-14,0.2,16,-1,0.6,-0.5,28
COc1nc(OC)nc(N2CCC(C(=O)Nc3cccc4c3CCCC4)CC2)n1,-4,0.2,2,-0.2,-16,1,-2.3,-4.5,18
CCN(Cc1nc(-c2ccccc2)no1)C(=O)c1ccc2c(c1)OCO2,-8,-0.1,-26,0.7,-1,-10,1.2,-1.6,39
O=C(NC(=S)Nc1c(Cl)ccc2nsnc12)c1ccco1,-4,-1.2,-3,0.2,-2,7,3.2,-0.2,0
CCN(CC)C(=O)C1CCN(CC2CC=CCC2)CC1 (stereo not given),2,3.7,1,0.8,-9,8,1.2,-6.0,14

# Retrieved one by one from the entries so far (six):
SMILES,GalR3 antagonist,OXTR ag,FID counter,V1R ag counter,GPR7 antagonist,NS3 helicase inh,VIM-2 inh,IMP-1 inhibitor,PHOSPHO1 inh
O=C(CN1CCC(NC(=O)C2CCCCC2)CC1)Nc1cccc(F)c1,-2,.,-4,.,7,4,-2.7,-2.2,22
COc1ccc(CCN2CN(S(=O)(=O)c3ccccc3)c3nc4ccccc4nc32)cc1,-10,0.6,-5,-0.7,-5,-2,-1.4,-3.3,6
COC(=O)c1cc(Br)c(=O)n(-c2ccc(OC)cc2)c1,-2,-1.6,-2,0.1,-15,8,-4.4,-3.1,4
O=C(CSc1nnc(-c2ccc(Cl)s2)o1)N1CCOCC1,.,.,-2,.,-7,-15,-3.1,-4.6,21
COc1ccc([N+](=O)[O-])cc1NC(=O)Cn1ccsc1=N,-10,0.1,6,-0.6,-3,0,-1.4,0.5,6
Cc1nn(-c2cc(Cl)ccc2N)c(=O)c2ccccc12,-8,-0.5,-2,-0.5,-4,3,-2.2,-2.5,-18

# Next compounds
SMILES,GalR3 antagonist,OXTR ag,FID counter,V1R ag counter,GPR7 antagonist,NS3 helicase inh,VIM-2 inh,IMP-1 inhibitor,PHOSPHO1 inh
CCOc1ccc(OCC)c(NC(=O)CN2CCN(c3cc(C)ccc3C)CC2)c1,-1,0.4,0,6.9,-5,-3,0.1,-0.2,24
O=C(NC1CCCc2ccccc21)c1ccc(S(=O)(=O)N2CCOCC2)cc1 (stereo not given),-9,0.7,-1,0.1,2,10,-2.2,-1.8,-6
CC1CCCCN1Cc1c(C#N)c2ccccc2n1C (stereo not given),0,-2.6,2,-1.5,-8,0,-2.8,-3.7,-65
O=C(NC(Cc1ccccc1)C(=O)O)/C(=C\c1ccco1)NC(=O)c1ccco1 (stereo not given),-6,-0.9,-11,1.4,-5,12,-0.2,-4.4,12
Nc1nc(-c2cc(-c3ccccc3)no2)cs1,-10,-0.8,-2,0.0,-15,-4,-2.4,-2.1,25
COc1ccc(N2CCN(C(=O)c3nn(C)c4c3CS(=O)(=O)c3ccccc3-4)CC2)cc1,-7,-0.1,-34,0.6,-5,5,-2.3,-3.5,53
Cn1c(SCC(=O)N/N=C/c2ccco2)nc2ccccc21,1,-0.3,-5,-1.0,-12,15,-1.8,-3.0,8
Cc1ccccc1NS(=O)(=O)c1ccc(NC(=O)c2nc3ncccn3n2)cc1,-12,0.3,-2,0.3,-2,12,-9.0,-4.2,-3
CCC(NC(=O)c1ccc2nc(Cc3ccc(OC)cc3)oc2c1)c1ccncc1 (stereo not given),-7,14,-24,12,46*,-7,-1.6,3.0,14
Cc1n[nH]c(=O)nc1NC(C)c1ccccc1 (stereo not given),-6,0.5,-1,0.3,1,10,-2.7,-4.3,-11
COc1ccc(C(=O)CCNc2ccc(F)cc2)cc1,-6,-1.4,-5,-0.6,-2,-8,-3.8,-4.5,22
O=C(NCc1ccc(F)cc1)c1cc2ccccc2o1,-9,-0.2,-14,1.2,8,19,0.1,0.8,24
Cn1nccc1C(=O)OCC(=O)Nc1ccccc1,-9,.,-6,.,-11,-8,-3.8,-2.2,35
CCOC(=O)Cn1c(S(=O)(=O)Cc2ccccc2)nc2ccccc21,.,0.1,-2,0.3,-12,2,-2.1,-1.4,-23
CCc1cccc(OCC(=O)Nc2c[nH]c(=O)[nH]c2=O)c1,1,0.4,8,1.1,-6,8,-5.5,-4.1,37
C=CCn1c(=O)c(C#N)cc2c(=O)n3ccccc3nc21,4,-0.9,0,-0.6,4,-2,2.5,-1.5,27
O=C(COC(=O)c1ccc2ccccc2c1)Nc1ncc(C(F)(F)F)cc1Cl,0,-2.0,-3,2.3,0,-1,-1.6,-0.8,15
Cc1ccc(-c2cc(C(=O)N3CCN(c4ncccn4)CC3)c3cc(Br)ccc3n2)o1,5,-0.1,-31,-0.4,-5,26,-4.0,-3.7,38
Cc1c(Br)c([N+](=O)[O-])nn1CC(=O)Nc1ccc(C(N)=O)cc1,-1,0.1,12,-0.1,-5,12,-4.2,-2.6,50
O=C(COC(=O)c1ccccc1Br)Nc1ccc(F)cc1,-2,-0.6,-6,0.3,-10,15,-2.5,-4.2,20

# Screening results from PubChem.
